Compound activity deposited in PubChem BioAssay by several laboratories.
GalR3 antagonist = blocks the human galanin receptor 3; O60755; HEK293 GalR3-CNG cAMP membrane potential fluorescence; galR3 body fused to GalR1 C-terminus; inhibition, % at 3 µM; 0.44% of 360,000 active; AID 651719;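 active means inhibition above the screen-wide average plus 3 SD, cut at about 13% in these data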;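 further: forskolin and galanin both at EC90 stimulate the cells; cAMP rise reported by CNG channel membrane potential dye signal; 0% = forskolin plus galanin with DMSO and 100% = forskolin alone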
CRFBP-R2 block = CRF-BP/CRF-R2 complex antagonism; HEK293 CRF-R2/CRF-BP, CRF-induced calcium fluorescence; inhibition, % at 11.8 µM; 0.59% of 350,000 active; AID 588475;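 active means inhibition of the ligand-induced calcium signal above about 50% at the single tested concentration, limit read from the data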
CRFR2-BP ag = agonists of human CRF-binding protein/CRF-R2 receptor complex; HEK293 CRF-R2/CRF-BP, calcium dye fluorescence (FLIPR); percent of saturating CRF peptide response; activation, % at 13.2 µM; 0.46% of 350,000 active; AID 588473;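 active means activation of at least 50%, plus an integration ratio under a set limit after plate pattern correction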;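 further: plate controls were neutral control wells without compound for no effect and CRF at EC100 for full effect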
MEKK3 PB1 HTS = raises or lowers MEK5 binding to the human MEKK3 PB1 domain | Q99759 | bead-based flow cytometry, Alexa488-MEK5 binding to MEKK3; actives lie on both sides; 0 = blocked by unlabeled MEK5, 100 = vehicle | 1.4% of 290,000 active | AID 1529 | binding response (% of control), % at 10 µM;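 active means binding response more than 3 SD above or below the average of its plate-row segment, actives on both sides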;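 further: Alexa488 bead fluorescence after subtracting the streptavidin-only scavenger bead signal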
CHRM4 PAM = potentiates acetylcholine response at human M4 receptor; P08173; CHO-K1 hM4/Gqi5, Fluo-8 calcium fluorescence, ACh EC20; 0% = ACh EC20, 100% = maximal ACh; activation, % at 3 µM; 0.4% of 360,000 active; AID 624126;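 active means activation above its plate's cutoff, the mean activation of sample wells plus 3 SD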; further: some results filed as inactive read as strong as hits
IDE act = activators of human insulin-degrading enzyme in cells; HEK cells, FAbeta-B cleavage, fluorescence polarization; 0% vehicle, 100% cell-free pure enzyme wells; activation, % at 5.96 µM; 0.073% of 340,000 active; AID 493087;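 active means activation above the mean of all tested compounds plus 3 SD, set per screening campaign, cut at about 17% in these data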
Target sequence (P14735 whole entry, looked up): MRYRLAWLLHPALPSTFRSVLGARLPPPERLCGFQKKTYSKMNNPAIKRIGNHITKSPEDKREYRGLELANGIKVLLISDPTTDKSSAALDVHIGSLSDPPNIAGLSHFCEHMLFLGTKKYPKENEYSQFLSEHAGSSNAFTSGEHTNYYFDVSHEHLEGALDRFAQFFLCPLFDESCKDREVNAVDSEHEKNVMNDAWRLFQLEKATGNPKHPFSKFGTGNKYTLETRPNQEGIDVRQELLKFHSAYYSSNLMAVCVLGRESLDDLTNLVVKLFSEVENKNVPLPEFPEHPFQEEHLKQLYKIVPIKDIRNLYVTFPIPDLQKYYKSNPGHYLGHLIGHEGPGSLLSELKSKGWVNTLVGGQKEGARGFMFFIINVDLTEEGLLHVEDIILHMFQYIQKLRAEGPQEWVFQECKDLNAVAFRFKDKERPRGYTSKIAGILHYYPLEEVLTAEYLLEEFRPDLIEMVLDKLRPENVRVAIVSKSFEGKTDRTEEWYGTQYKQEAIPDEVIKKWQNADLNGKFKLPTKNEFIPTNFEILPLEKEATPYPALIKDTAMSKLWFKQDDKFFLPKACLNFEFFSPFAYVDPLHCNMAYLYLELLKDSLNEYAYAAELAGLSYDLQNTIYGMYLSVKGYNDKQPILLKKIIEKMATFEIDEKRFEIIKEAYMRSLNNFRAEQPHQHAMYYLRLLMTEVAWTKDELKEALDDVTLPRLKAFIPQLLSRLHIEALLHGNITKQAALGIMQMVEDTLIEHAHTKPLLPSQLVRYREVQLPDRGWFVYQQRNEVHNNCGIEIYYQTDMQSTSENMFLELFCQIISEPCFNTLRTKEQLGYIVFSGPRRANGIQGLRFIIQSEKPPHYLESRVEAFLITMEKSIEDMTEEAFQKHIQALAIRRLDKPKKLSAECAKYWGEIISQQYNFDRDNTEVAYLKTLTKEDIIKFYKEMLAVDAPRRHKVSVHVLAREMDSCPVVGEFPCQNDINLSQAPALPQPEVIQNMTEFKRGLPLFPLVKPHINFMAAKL
IDE inh = inhibits human insulin-degrading enzyme in HEK cells | FAbetaB cleavage, fluorescence polarization | inhibition, % at 5.59 µM | 0.41% of 320,000 active | AID 434962;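 active means percent inhibition above the average of all tested compounds plus 3 SD, set per screening campaign, cut at about 16% in these data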;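 further: IDE supplied by intact live HEK cells; FP after avidin binding of uncleaved biotin substrate so inhibition keeps polarization high; 0% = DMSO wells and 100% = 60 µM reference IDE inhibitor Ii1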
pCIP destab = lowers stability of the mouse p/CIP coactivator protein. Q05BA5. F442A p/CIP-EGFP cells, EGFP fluorescence, 16 h. decrease of EGFP signal, % at 10 µM. 0.01% of 290,000 active. AID 1984;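 active means EGFP signal decrease of at least 30% at 10 µM or well 3 SD below plate mean, unless failing retest; inactive means the rest, including hits failing retest or dose response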; further: some compounds called inactive have numbers as strong as hits; many of its hits are not listed in these tables
PHOSPHO1 block = inhibitors of human PHOSPHO1 phosphatase | recombinant PHOSPHO1, absorbance phosphatase assay | inhibition, % at 13.3 µM | 1.1% of 290,000 active | AID 1565; in the data active means inhibition above about 60%
An asterisk follows results filed as active; nt = not tested or not shown; [ ] = another dose, or the depositor's remark. Hits appear at their usual frequency; about 4.2% have a hit in one of these screens.

SMILES	GalR3 antagonist	CRFBP-R2 block	CRFR2-BP ag	MEKK3 PB1 HTS	CHRM4 PAM	IDE act	IDE inh	pCIP destab	PHOSPHO1 block
c1ccc(Cn2nnc3c(NCc4ccc5c(c4)OCO5)nc(C4CC4)nc32)cc1	0	-16	0.3	100	-1	10	-4	2	-2
CCOC(=O)/C(C(=O)Nc1ccc(Cl)cc1Cl)=C1/NC(C)(C)Cc2ccccc21	nt	nt	nt	102	nt	nt	4	-6	-6
CCOC(=O)c1ccc(NC(=S)N(Cc2cccnc2)Cc2ccco2)cc1	-6	-15	1.8	117	8	2	-1	16	-25
O=c1[nH]c(-c2ccccc2)c(-c2ccccc2)nc1[N+](=O)[O-]	-10	14	-1.2	102	0	3	3	8	5
O=C(C1CCCCC1)N1CCc2[nH]c3ccc(F)cc3c2C1	-2	-32	-1.2	98	24	6	6	-6	-10
COc1cc2[nH]c(=S)n(C3CCN(Cc4ccccc4)CC3)c(=O)c2cc1OC	-4	-6	-7.1	113	-11	0	7	-7	6
O=C(O)/C=C/C(=O)NCc1ccccc1	0	14	-1.2	97	6	5	0	-5	-15
CN(C)CCCNc1cc(C(C)(C)C)nc2c(-c3ccccc3)cnn12	-7	-22	0.4	88	-4	2	-2	2	25
CC(C)(C)NC(=O)CN(C(=O)Cn1nnc(-c2ccc(Cl)cc2)n1)C1CCN(Cc2ccccc2)CC1	nt	-33	2.0	95	-7	6	1	-14	-8
C=C1CCC[C@]2(C)C[C@H]3OC(=O)C(CNC(CC)CO)[C@H]3CC12 (stereo partly specified)	-10	-3	2.5	102	0	2	3	4	28
O=C(O)c1c2c(nc3ccc(S(=O)(=O)N4CCC(C(=O)NC5CCCC5)CC4)cc13)CCCCC2	5	7	7.0	103	-4	6	-2	-19	-26
Cc1nnc(NC(=O)NCN2C(=O)C3C4C=CC(C4)C3C2=O)s1 (stereo unspecified)	0	2	-2.6	101	3	-3	5	6	16
O=C(NCc1cccc(C(F)(F)F)c1)C1CC(c2cccc(F)c2)=NO1 (stereo unspecified)	0	4	-0.9	96	-6	-3	0	-8	40
C=CCNC(=O)/C(=C\c1ccc2c(c1)OCO2)NC(=O)c1ccc(Br)cc1	-4	-3	0.5	nt	12	4	8	-7	38
COc1ccc(NC(=O)c2ccc([N+](=O)[O-])o2)cc1	-9	1	1.6	105	-1	8	4	-28	nt
O=C(COC(=O)c1cc(Cl)nc(Cl)c1)NCc1ccc2c(c1)OCO2	-3	2	-1.9	nt	0	2	-3	nt	nt
CCOCCCNC(=O)C(c1ccccc1)N(Cc1cccs1)C(=O)CNC(C)=O (stereo unspecified)	-4	7	0.4	97	-11	2	4	1	3
O=C(Nc1ccn(Cc2c(F)c(F)c(F)c(F)c2F)n1)c1ccc(COc2ccccc2Cl)cc1	-7	-14	11	91	-4	-7	-1	-6	28
N/C(Cc1cccc2ccccc12)=N\OC(=O)COc1ccccc1	-12	2	-0.6	102	-1	1	-6	-5	20
O=c1c2ccccc2sn1-c1ccc(F)cc1	-1	4	12	nt	-2	-23	60*	nt	nt
Cc1ccc(C(=O)NC2CC3CCC(C2)N3C)cc1 (stereo unspecified)	-3	4	-0.8	nt	-2	-5	-3	nt	nt
C[C@H](NC(=O)c1nc[nH]c1C(=O)N[C@@H](C)C(=O)OC(C)(C)C)C(=O)OCc1ccccc1	1	1	-1.4	100	-4	5	-1	8	-7
CCN(CC)S(=O)(=O)c1cccc(-c2nn(-c3ccccc3)cc2/C=C(\C#N)C(=O)NCc2ccco2)c1	6	-13	2.2	92	-5	-1	1	-10	-21
COc1ccc(CCNC(=S)N2CCN(S(=O)(=O)c3cccc(F)c3)CC2)cc1	6	-5	2.8	nt	3	4	2	nt	nt
Nc1ccc(Cl)cc1C(=O)OCC(=O)NC1CCS(=O)(=O)C1 (stereo unspecified)	-4	-9	0.5	98	2	4	-1	0	-13
O=[N+]([O-])c1ccccc1-c1cc(-c2ccccc2O)n[nH]1	-4	-2	7.9	98	10	2	1	-10	-39
CC(=NNC(=S)Nc1ccccc1Cl)c1ccccn1	-3	-17	5.8	nt	-1	-14	nt	nt	nt
N#Cc1cc([N+](=O)[O-])ccc1NCCN1CCOCC1	-4	10	-2.0	97	-1	2	-6	-12	46
O=C(Nc1cc(Br)c(O)c(Br)c1)c1cccc(NC(=O)c2ccco2)c1	-6	-8	0.8	108	-7	6	0	-4	-42
Nc1cc(C(=O)OCC(=O)N2CCN(C(=O)COC(=O)c3ccc(Cl)c(N)c3)CC2)ccc1Cl	3	4	-0.9	nt	3	-2	nt	nt	nt
CCOC(=O)c1cccc(COC(=O)c2cccc(-c3nnc(-c4ccccc4)o3)c2)c1	3	-30	16	100	-11	1	4	2	1
CN(C(=O)COC(=O)CNC(=O)C12CC3CC(CC(C3)C1)C2)C1CCS(=O)(=O)C1 (stereo unspecified)	-1	-2	-1.4	99	5	7	0	-11	4
Cc1nnc(SCC(=O)Nc2cc(S(=O)(=O)N3CCOCC3)ccc2N2CCCC2)s1	-5	1	-0.6	nt	-2	1	nt	nt	nt
Cc1ccc(C(=O)NCC(=O)Nc2ccncc2)s1	0	-7	0.9	102	5	1	1	-4	38
O=C(Nc1cc(C(F)(F)F)ccc1F)C1CCCCC1	nt	-22	-6.7	72*[inhibitor]	13	2	2	-9	12
CN1CCN(CC#Cc2ccccc2)CC1CCO (stereo unspecified)	0	8	-1.9	98	-8	8	4	-8	39
CCOc1ccc(S(=O)(=O)N=C(c2ccccc2)N2CCOCC2)cc1	-3	2	0.3	nt	14	5	-4	nt	nt
COc1ccc(-c2nc(CS(=O)CC(=O)NCc3ccc(F)cc3)c(C)o2)cc1 (stereo unspecified)	-6	6	-0.6	103	2	2	1	-2	50
CC(OC(=O)C1CCN(S(=O)(=O)c2ccccc2)CC1)C(=O)Nc1ncc(Cl)cc1Cl (stereo unspecified)	-1	0	-1.4	115	4	2	-4	-11	-34
Cc1ccc(S(=O)(=O)N2CCC(C(=O)NCCCOC(C)C)CC2)cc1	-4	7	-2.5	105	3	1	1	-8	27
Cc1ccc(C2(C)NC(=O)N(CC(=O)Nc3ccc4[nH]c(=O)[nH]c4c3)C2=O)cc1 (stereo unspecified)	-6	10	-0.2	84	12	5	-1	-4	25
CCOC(=O)CN(C(=O)COc1ccc2c(C)cc(=O)oc2c1)c1ccc(OCC)cc1	-2	3	-1.1	101	-9	-2	-1	-2	41
O=C(Nc1ccc(Cl)c(NC(=O)c2cccs2)c1)c1ccco1	2	10	-3.4	98	-8	5	3	-5	-1
Cc1cc(C(F)(F)F)cc(NNC(=O)NC(=O)c2ccccc2Cl)n1	-6	-14	-1.3	97	-13	nt	5	-4	29
COc1cccc(OCC(=O)Nc2ccccc2-c2ccccc2)c1	-4	-19	3.0	112	-12	nt	0	-21	49
COC(=O)c1ccc(NC(C(=O)OC)C(C)C)c([N+](=O)[O-])c1 (stereo unspecified)	-9	-1	-0.2	99	6	4	7	-10	-7
O=C(Nc1ccc(C(=O)NCCCN2CCN(c3ccc(F)cc3)CC2)cc1)C1=CSCCO1	-1	-35	62*	103	1	6	-3	0	26
CCc1nnc(NC(=O)CSc2nnc(-c3cc4ccccc4cc3O)n2CCOC)s1	-2	17	-2.1	100	-1	9	3	-3	44
Cc1nc(CSc2ccc(Cl)cc2)cc(N2CC(C)OC(C)C2)n1 (stereo unspecified)	-8	22	-1.1	113	8	2	0	-8	24
NS(=O)(=O)c1ccc(CNc2ccc3ccccc3n2)cc1	-10	-3	-0.4	106	-2	4	-5	3	4
O=C(C1=COCCO1)N1CCN(c2nc3ccc([N+](=O)[O-])cc3s2)CC1	-3	29	0.1	nt	1	2	4	nt	nt
Cc1ccc(S(=O)(=O)c2c(C)cc(C)nc2N2CCOCC2)cc1	1	-3	-2.5	97	-2	-3	-1	-7	28
O=C(O)CCCC(=O)Nc1ccc(S(=O)(=O)Nc2nccs2)cc1	-5	-1	-1.4	106	-6	4	nt	-20	50
CCn1c(SCc2nc3ccccc3[nH]2)nnc1-c1ccc(OC)cc1	-4	-17	0.2	95	-5	0	0	-6	78*
COc1ccccc1-n1c(SCC(=O)Nc2nnc(C)s2)nc2c(c1=O)SCC2	-6	17	0.9	95	8	-3	2	4	-5
COc1ccccc1/C=C(/C(=O)OCC(=O)Nc1ccc(N(C)C)cc1)c1ccccc1	-2	20	1.0	110	12	1	-6	-3	-2
CC(C)C(C(=O)NCC1CCCO1)N(Cc1cccs1)C(=O)CNS(=O)(=O)c1ccccc1 (stereo unspecified)	-2	8	1.3	101	-3	3	4	8	10
Cc1cc(C(=O)NNC(=O)c2c(-c3c(Cl)cccc3Cl)noc2C)no1	-1	-1	-0.2	98	2	2	1	-8	33
CCC(=O)n1nc(-c2ccco2)nc1N	1	12	-0.5	105	11	-4	3	-13	67*

Rewritten with the structure last: entries from further up
GalR3 antagonist	CRFBP-R2 block	CRFR2-BP ag	MEKK3 PB1 HTS	CHRM4 PAM	IDE act	IDE inh	pCIP destab	PHOSPHO1 block	mol
2	10	-3.4	98	-8	5	3	-5	-1	O=C(Nc1ccc(Cl)c(NC(=O)c2cccs2)c1)c1ccco1
-6	-14	-1.3	97	-13	nt	5	-4	29	Cc1cc(C(F)(F)F)cc(NNC(=O)NC(=O)c2ccccc2Cl)n1
-4	-19	3.0	112	-12	nt	0	-21	49	COc1cccc(OCC(=O)Nc2ccccc2-c2ccccc2)c1
-9	-1	-0.2	99	6	4	7	-10	-7	COC(=O)c1ccc(NC(C(=O)OC)C(C)C)c([N+](=O)[O-])c1 (stereo unspecified)
-1	-35	62*	103	1	6	-3	0	26	O=C(Nc1ccc(C(=O)NCCCN2CCN(c3ccc(F)cc3)CC2)cc1)C1=CSCCO1
-2	17	-2.1	100	-1	9	3	-3	44	CCc1nnc(NC(=O)CSc2nnc(-c3cc4ccccc4cc3O)n2CCOC)s1
-8	22	-1.1	113	8	2	0	-8	24	Cc1nc(CSc2ccc(Cl)cc2)cc(N2CC(C)OC(C)C2)n1 (stereo unspecified)
-10	-3	-0.4	106	-2	4	-5	3	4	NS(=O)(=O)c1ccc(CNc2ccc3ccccc3n2)cc1
-3	29	0.1	nt	1	2	4	nt	nt	O=C(C1=COCCO1)N1CCN(c2nc3ccc([N+](=O)[O-])cc3s2)CC1
1	-3	-2.5	97	-2	-3	-1	-7	28	Cc1ccc(S(=O)(=O)c2c(C)cc(C)nc2N2CCOCC2)cc1
-5	-1	-1.4	106	-6	4	nt	-20	50	O=C(O)CCCC(=O)Nc1ccc(S(=O)(=O)Nc2nccs2)cc1
-4	-17	0.2	95	-5	0	0	-6	78*	CCn1c(SCc2nc3ccccc3[nH]2)nnc1-c1ccc(OC)cc1
-6	17	0.9	95	8	-3	2	4	-5	COc1ccccc1-n1c(SCC(=O)Nc2nnc(C)s2)nc2c(c1=O)SCC2
-2	20	1.0	110	12	1	-6	-3	-2	COc1ccccc1/C=C(/C(=O)OCC(=O)Nc1ccc(N(C)C)cc1)c1ccccc1
